NPY2 pot ag: NPY-Y2 potentiators or agonists, primary screen, cell-based. activation, % at 3.6 µM. cells expressing NPY-Y2, potentiator/agonist read-out. 220,000 tested, 0.45% active. Neuropeptide Y receptor type 2 (Homo sapiens), P49146; in the data active = activation above about 27%;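 also: cells stimulated with NPY near EC25 plus isoproterenol at EC100; 0% = vehicle plus submaximal agonist and 100% = vehicle plus saturating agonist; some results beyond the cut were filed as inactive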
Target sequence (P49146 whole entry, looked up): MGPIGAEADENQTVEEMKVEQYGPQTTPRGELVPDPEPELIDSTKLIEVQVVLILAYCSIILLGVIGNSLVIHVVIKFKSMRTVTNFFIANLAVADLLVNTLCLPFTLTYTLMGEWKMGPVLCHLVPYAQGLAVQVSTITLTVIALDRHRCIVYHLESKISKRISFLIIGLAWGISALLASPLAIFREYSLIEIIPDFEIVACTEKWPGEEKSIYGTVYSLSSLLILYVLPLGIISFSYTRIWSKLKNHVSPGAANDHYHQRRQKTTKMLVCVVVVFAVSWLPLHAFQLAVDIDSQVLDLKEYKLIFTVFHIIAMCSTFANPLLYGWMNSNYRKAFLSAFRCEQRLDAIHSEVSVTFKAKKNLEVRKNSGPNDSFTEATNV
Ba/F3 V617F tox: reduced viability of JAK2V617F-dependent Ba/F3 cells, primary screen, JAK2V617F inhibitor project, cell-based, Ba/F3 EpoR-JAK2V617F, luminescence; ATP luminescence; inhibition, % at 5.6 µM; 220,000 tested, 1.1% active; AID 1446, 2008;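 active = inhibition above the campaign mean plus 3 SD over all tested compounds, cut at about 24% in these data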;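 also: cytokine-independent growth of Ba/F3 cells driven by EpoR plus mutant JAK2; 0% = DMSO-treated cells and 100% = JAK inhibitor I control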
S1P4 ag: S1P4 receptor agonists, primary screen, cell-based; S1P4-expressing cell line, agonist reporter assay; activation, % at 4.98 µM; 220,000 tested, 0.35% active; Sphingosine 1-phosphate receptor 4 (Homo sapiens), O95977; in the data active = activation above about 11%;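 also: 0% = DMSO vehicle and 100% = reference agonist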
CHOP inh: inhibitors of CHOP promoter induction, primary screen, cell-based, unfolded protein response, luciferase reporter; AID 2732, 2010; inhibition, % at 10 µM; 220,000 tested, 3.8% active; CHO-K1 CHOP-promoter luciferase, tunicamycin-induced, 15-18 h;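 active = compounds that reduced the stress-induced luciferase reporter signal by more than about 70% of percent inhibition, limit read from the data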;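 also: 0% = tunicamycin plus vehicle and 100% = wells without tunicamycin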
NPY1 pot ag: NPY-Y1 receptor potentiators or agonists, primary screen, cell-based | 220,000 tested, 0.37% active | Neuropeptide Y receptor type 1 (Homo sapiens), P25929 | NPY-Y1 expressing cells, potentiator/agonist activation | activation, % at 3.6 µM | AID 1304, 2008; in the data active = activation above about 33%, passing the limit was not always enough;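 also: cells stimulated with NPY at EC10 then isoproterenol at EC100; 0% = low agonist plus stimulus and 100% = saturating agonist plus stimulus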
NPY Y1 blocker: NPY-Y1 receptor antagonists, primary screen, cell-based; 200,000 tested, 1% active; AID 1040, 2008; HEK293-CNG Y1 cells, membrane potential fluorescence; NPY at EC95, then isoproterenol; inhibition, % at 3.6 µM;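 active = inhibition above the campaign mean inhibition of all tested compounds plus 3 SD, cut at about 20% in these data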;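 also: 0% = DMSO wells given NPY plus isoproterenol and 100% = isoproterenol alone without NPY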
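Material: HEK293 cells co-expressing NPY Y1 receptor and cyclic-nucleotide gated channel. Timing: compound incubation 1 h at room temperature, readout 45 min post-stimulation. Signal: fluorescence, membrane potential probe.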
NCF1 inh: p47phox/p22phox peptide binding inhibitors, primary screen, biochemical, uHTS, NADPH oxidase regulatory subunit. Neutrophil cytosol factor 1 (Homo sapiens), P14598. fluorescence polarization, 2 h. inhibition, % at 24.7 µM. 220,000 tested, 0.53% active;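 active = inhibition above about 30%, limit read from the data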;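 also: 0% = p47phox with labelled peptide and 100% = labelled peptide alone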
Target sequence (P14598 whole entry, looked up): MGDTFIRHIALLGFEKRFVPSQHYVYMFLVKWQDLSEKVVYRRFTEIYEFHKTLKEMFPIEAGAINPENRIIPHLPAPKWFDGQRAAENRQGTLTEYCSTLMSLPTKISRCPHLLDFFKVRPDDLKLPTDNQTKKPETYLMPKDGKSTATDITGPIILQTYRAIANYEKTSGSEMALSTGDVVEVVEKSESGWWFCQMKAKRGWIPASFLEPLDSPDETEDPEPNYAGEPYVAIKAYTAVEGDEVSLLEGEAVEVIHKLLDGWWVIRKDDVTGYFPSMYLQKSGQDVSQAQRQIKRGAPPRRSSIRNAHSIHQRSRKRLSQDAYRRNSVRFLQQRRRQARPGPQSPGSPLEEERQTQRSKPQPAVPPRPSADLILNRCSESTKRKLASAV
BaF3 parental: parental Ba/F3 cell viability inhibition, counter-screen for JAK2V617F inhibitor project, murine pro-B, CellTiter-Glo luminescence. CellTiter-Glo ATP luminescence. inhibition, % at 5.6 µM. 220,000 tested, 1.1% active;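 active = inhibition above a per-campaign cutoff, the mean inhibition of all tested compounds plus 3 SD, cut at about 27% in these data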;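 also: 0% = DMSO wells and 100% = JAK Inhibitor I control wells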
S1P4 antagonist: S1P4 receptor antagonists, primary screen, cell-based; inhibition, % at 4.98 µM; S1P4-expressing cells, antagonist mode, reporter read-out; 220,000 tested, 0.26% active; Sphingosine 1-phosphate receptor 4 (Homo sapiens), O95977; in the data active = inhibition above about 29%;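 also: 0% = wells stimulated with agonist and 100% = vehicle wells without agonist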
* = called active by the depositor; nt = not tested or not shown.

item	compound	NPY2 pot ag	Ba/F3 V617F tox	S1P4 ag	CHOP inh	NPY1 pot ag
1	CCOc1ccc(NC(=S)N(Cc2ccc(Cl)cc2)Cc2ccco2)cc1	-10	-4	0.5	3	17
2	CC(NC(=O)C1CCCCC1)C(=O)NC1=NCCS1 (centres undefined)	1	3	3.2	37	5
3	O=C(N/N=C/c1ccccn1)c1cc(-c2cccc3ccccc23)n[nH]1	-3	-2	3.2	12	-2
4	COC(=O)c1cc(NCc2c(F)cccc2Cl)ccc1N1CCOCC1	6	-2	-0.9	40	14
5	CCOc1ccccc1-c1nc(SCC(=O)O)n[nH]1	1	-2	1.5	-6	19
6	CC(C)COc1ccc(C(=O)N/C(=C/c2cccc([N+](=O)[O-])c2)C(=O)O)cc1	-42	3	-1.4	-2	-62
7	C=CCn1c(=O)/c(=C/c2ccc(C)o2)s/c1=C(/C#N)C(=O)c1ccccc1	3	1	-1.6	44	5
8	CCc1ccccc1NC(=O)Nc1cccn(Cc2ccccc2F)c1=O	9	2	1.4	11	2
9	COc1ccc(CC(=O)Nc2c3c(nn2-c2cccc(Cl)c2)CS(=O)(=O)C3)cc1	6	-4	-1.6	39	6
10	O=C(/C=C/c1cccc(Cl)c1)NCc1cccs1	0	-2	1.9	1	3
11	CC(=O)c1cc2c(O)c(O)ccc2o1	12	-3	-1.0	-12	-5
12	O=C(CCc1nc2ccccc2c(=O)[nH]1)OCc1cccc(C(F)(F)F)c1	-8	0	-0.5	14	-14

item	NPY Y1 blocker	NCF1 inh	BaF3 parental	S1P4 antagonist
1	2	-13	4	14
2	7	-18	2	-7
3	-3	-65	3	13
4	-2	9	0	1
5	-2	-2	2	-5
6	nt	-4	-4	1
7	-3	-29	1	16
8	-1	-6	4	-2
9	14	-4	3	-12
10	2	-52	4	15
11	-3	-6	0	-8
12	1	-2	6	-9

Other entries follow:
item	compound	NPY2 pot ag	Ba/F3 V617F tox	S1P4 ag	CHOP inh	NPY1 pot ag
13	CCOc1ccc(CC(=O)Nc2ccc(-c3ccc4nnc(C)n4n3)cc2)cc1	0	-2	1.0	-5	-6
14	OCCNCc1cc(Br)ccc1OCc1ccccc1	-14	1	-4.5	6	-42
15	Cc1ccc2cc(C)c(NCCO)nc2c1	-1	-5	-1.7	26	1
16	COc1cccc(CNC(=O)Cn2ncc3c(=O)oc4ccccc4c32)c1	1	61*	0.6	-5	11
17	CCN1CCCC1CN(Cc1cc2ccc(C)cc2[nH]c1=O)C(=S)Nc1ccc(OC)cc1 (centres undefined)	17	-2	0.7	-12	3
18	O=C(CN1CCC(Cc2ccccc2)CC1)NCCc1ccc(F)cc1	-9	-4	-2.5	20	0
19	Cc1ccc2c(Cl)cc(Cl)c(OCC(=O)OCC(=O)Nc3ccc(C#N)cc3)c2n1	9	-3	-0.3	34	-1
20	O=C(CCc1nc(-c2ccccc2F)no1)NCCN1CCN(Cc2ccccc2)CC1	0	-5	0.3	6	-4
21	CCc1cc2c(N[C@@H](Cc3c[nH]c4ccccc34)C(=O)O)ncnc2s1	-2	1	1.4	0	-4
22	c1ccc(CNc2ncnc3ccccc23)cc1	8	-1	1.7	nt	21
23	O=C1c2ccccc2NC(c2cccc(Cl)c2)N1N=C1CCCCCC1 (centres undefined)	-1	-5	3.0	33	13
24	CCOC(=O)c1[nH]c2ccc(OC)cc2c1NC(=O)CCN1CCSCC1	-22	0	0.1	-18	-23

item	NPY Y1 blocker	NCF1 inh	BaF3 parental	S1P4 antagonist
13	0	7	-1	4
14	15	2	7	-5
15	-2	-5	1	-21
16	nt	-3	62*	2
17	1	-13	-3	1
18	0	-12	2	9
19	2	-16	0	-10
20	6	-1	2	-18
21	-3	-22	7	-16
22	-1	-2	10	-26
23	-3	-4	2	-14
24	-1	-10	3	8

Reprinted from the results shown (four entries):
item	compound	NPY2 pot ag	Ba/F3 V617F tox	S1P4 ag	CHOP inh	NPY1 pot ag
21	CCc1cc2c(N[C@@H](Cc3c[nH]c4ccccc34)C(=O)O)ncnc2s1	-2	1	1.4	0	-4
22	c1ccc(CNc2ncnc3ccccc23)cc1	8	-1	1.7	nt	21
23	O=C1c2ccccc2NC(c2cccc(Cl)c2)N1N=C1CCCCCC1 (centres undefined)	-1	-5	3.0	33	13
24	CCOC(=O)c1[nH]c2ccc(OC)cc2c1NC(=O)CCN1CCSCC1	-22	0	0.1	-18	-23

item	NPY Y1 blocker	NCF1 inh	BaF3 parental	S1P4 antagonist
21	-3	-22	7	-16
22	-1	-2	10	-26
23	-3	-4	2	-14
24	-1	-10	3	8

Next section.
item	compound	NPY2 pot ag	Ba/F3 V617F tox	S1P4 ag	CHOP inh	NPY1 pot ag
25	CCN(CC)CCN(C)c1ccc(N2C(=O)C3CC=CCC3C2=O)cc1[N+](=O)[O-] (centres undefined)	8	-1	0.9	25	7
26	Cc1cc(=O)[nH]c(NN=C(CC(C)C)CC(C)C)n1	11	2	-0.1	26	-16
27	Cc1cc(C)cc(OCC(=O)OCCN2C(=O)c3ccccc3C2=O)c1	5	-1	-3.2	69	-3
28	Cn1c(N)c(C(=O)COC(=O)CCc2c[nH]c3ccccc23)c(=O)n(C)c1=O	-27	2	-0.9	62	-26
29	Cc1ccc(F)cc1NC(=O)N1CCCN(c2ccc(C(F)(F)F)cn2)CC1	3	1	-0.9	2	10
30	COc1ccc2c(c1)-c1c(sn(-c3ccccc3)c1=S)C(C)(C)N2	15	-3	1.5	70*	15
31	Cc1ccc2c(Cl)c(C)c(N3CCCC3)nc2n1	5	0	0.6	5	-3
32	CSc1ccc(S(=O)(=O)NCc2ccc(Cl)cc2)cc1	-19	-4	-1.5	56	-33
33	COc1cccc(C2CC(c3ccccc3)=NN2S(=O)(=O)c2ccc(C)cc2)c1OC (centres undefined)	9	-2	0.7	11	7
34	O=C1Nc2c(c(=O)[nH]c(=O)n2-c2ccccc2)C1(Nc1ncccn1)C(F)(F)F (centres undefined)	-3	0	0.5	41	-2
35	O=C(O)CSc1nnc(-c2ccc3c(c2)OCO3)o1	-22	-1	1.4	-19	-32
36	CCCN=C1NC(=O)C(CC(=O)NCCc2ccccc2)S1 (centres undefined)	1	1	-1.0	17	13

item	NPY Y1 blocker	NCF1 inh	BaF3 parental	S1P4 antagonist
25	-3	-7	4	-6
26	1	6	1	-8
27	-2	-8	4	-2
28	18	-5	3	-13
29	nt	2	5	-2
30	-7	-4	1	-13
31	4	-7	10	-28
32	13	-10	5	-23
33	2	-224	0	-9
34	-5	-2	7	-8
35	14	10	7	-24
36	5	-5	-2	-8

Sorted by heavy-atom count (low to high): some entries from above
item	compound	NPY2 pot ag	Ba/F3 V617F tox	S1P4 ag	CHOP inh	NPY1 pot ag
26	Cc1cc(=O)[nH]c(NN=C(CC(C)C)CC(C)C)n1	11	2	-0.1	26	-16
32	CSc1ccc(S(=O)(=O)NCc2ccc(Cl)cc2)cc1	-19	-4	-1.5	56	-33
29	Cc1ccc(F)cc1NC(=O)N1CCCN(c2ccc(C(F)(F)F)cn2)CC1	3	1	-0.9	2	10
33	COc1cccc(C2CC(c3ccccc3)=NN2S(=O)(=O)c2ccc(C)cc2)c1OC (centres undefined)	9	-2	0.7	11	7

item	NPY Y1 blocker	NCF1 inh	BaF3 parental	S1P4 antagonist
26	1	6	1	-8
32	13	-10	5	-23
29	nt	2	5	-2
33	2	-224	0	-9

Next part
item	compound	NPY2 pot ag	Ba/F3 V617F tox	S1P4 ag	CHOP inh	NPY1 pot ag
37	O=C(Cc1cccs1)N/N=C/C=C/c1ccco1	-2	1	-1.1	-13	1
38	CC(Oc1ccc(C(=O)c2ccccc2)cc1)C(=O)Nc1ccc(S(N)(=O)=O)cc1 (centres undefined)	6	3	0.8	8	-8
39	COc1ccc(S(=O)(=O)N2CCN(Cc3ccccc3)CC2)cc1	11	-5	0.1	31	-37
40	CC(=O)Nc1cccc(OCC(O)Cn2c(C)nc3ccccc32)c1 (centres undefined)	-1	-1	1.3	24	-22
41	Cc1ccc(/C=N/NC(=O)CNC(=O)c2ccc(S(=O)(=O)N(C)C)cc2)cc1	6	0	1.1	39	4
42	CCCN(CCC)CCNC(=O)Cn1cnc2sc(C)c(S(=O)(=O)N3CCOCC3)c2c1=O	6	-5	-0.3	nt	-15
43	Cc1cc(NS(=O)(=O)c2ccccc2)no1	5	-2	-0.1	29	-16
44	CCOc1cc2c(cc1OCC)C(c1ccc(OC)c(OC)c1)N(c1ccc(C(=O)O)cc1)C(=O)C2 (centres undefined)	-9	6	-0.3	4	4
45	Oc1oc(-c2ccccc2)nc1/C=N/c1ccccn1	-6	-3	1.4	-13	8
46	CN(CC(CC(=O)Nc1nncs1)c1ccccc1)S(=O)(=O)c1ccccc1 (centres undefined)	1	-5	-1.0	-3	18
47	COc1ccc(/C=C/C2=CC(C)(C)NC(=S)N2)cc1OC	7	3	1.6	-1	-3
48	c1ccc(CCn2cnc3ccccc32)cc1	-5	2	1.4	-9	-11

item	NPY Y1 blocker	NCF1 inh	BaF3 parental	S1P4 antagonist
37	3	-3	4	-6
38	-4	-19	7	8
39	7	-11	0	-3
40	12	0	6	-9
41	-6	-10	5	-1
42	-3	nt	3	-5
43	2	-6	-2	-9
44	0	1	14	-2
45	4	-2	5	11
46	4	-12	1	-10
47	1	1	3	-10
48	2	0	6	-6

The results go on.
item	compound	NPY2 pot ag	Ba/F3 V617F tox	S1P4 ag	CHOP inh	NPY1 pot ag
49	CC1(C(=O)CSc2nc3ccccc3[nH]2)CCC(=O)O1 (centres undefined)	-6	0	0.9	11	-22
50	CCCCN(C(=O)CN1CC(C)OC(C)C1)c1c(N)n(CC(C)C)c(=O)[nH]c1=O (centres undefined)	8	0	-0.7	2	7
51	CC(C)(C)NC(=O)C(c1cccs1)N(Cc1ccc(F)cc1)C(=O)c1csnn1 (centres undefined)	-21	4	1.4	6	-15
52	Cc1ccc(F)cc1NCC(=O)Nc1ccc(Br)cc1	0	-4	1.0	7	33
53	CC/C(=C/c1sc2ccccc2[n+]1CC)SC	-1	3	0.7	8	-4
54	Clc1ccc(-c2nn3c(C4COc5ccccc5O4)nnc3s2)cc1 (centres undefined)	2	-3	1.7	49	-12
55	COc1ccc(/C=N/NC(=O)CCc2c(C)n[nH]c2C)cc1O	-3	1	1.0	27	0
56	C=CCN1C(c2ccccc2)=CS/C1=C(/C#N)c1nnc(N2CCOCC2)n1-c1ccccc1	-8	-3	-0.4	-8	12
57	CCCCC(=O)Nc1nc(C)c(-c2csc(Nc3cc(OC)ccc3OC)n2)s1	12	4	-0.7	58	27
58	CCOC(=O)c1nnn(-c2nc(N3CCCC3)nc(N3CCCC3)n2)c1-c1ccccc1	-5	-5	0.4	89*	11
59	C=CCC1(N(C(C)=O)c2ccccc2C)CCCCC1	1	-3	0.4	32	13

item	NPY Y1 blocker	NCF1 inh	BaF3 parental	S1P4 antagonist
49	-4	-1	0	2
50	6	-6	4	-12
51	14	nt	2	-3
52	-4	-8	4	-3
53	3	-2	3	-32
54	25*	-49	8	-13
55	8	10	7	-17
56	-3	-1	0	-23
57	-1	-9	9	-5
58	4	-1	8	-12
59	11	-1	6	-13

Screening results (PubChem)
